Bioassay records deposited in PubChem BioAssay by several laboratories.
TNAP inh hiacc = inhibitors of human TNAP at high phosphate acceptor concentration; inhibition, % at 20 µM; P05186; purified TNAP, CDP-star luminescence, 1 M DEA; 0.03% of 200,000 active;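 active = over 50% inhibition of tissue-nonspecific alkaline phosphatase at 20 µM in the single-dose screen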;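 also: plate controls were DMSO wells for no effect and EDTA-quenched wells as full inhibition for full effect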
Target sequence (P05186 whole entry, looked up): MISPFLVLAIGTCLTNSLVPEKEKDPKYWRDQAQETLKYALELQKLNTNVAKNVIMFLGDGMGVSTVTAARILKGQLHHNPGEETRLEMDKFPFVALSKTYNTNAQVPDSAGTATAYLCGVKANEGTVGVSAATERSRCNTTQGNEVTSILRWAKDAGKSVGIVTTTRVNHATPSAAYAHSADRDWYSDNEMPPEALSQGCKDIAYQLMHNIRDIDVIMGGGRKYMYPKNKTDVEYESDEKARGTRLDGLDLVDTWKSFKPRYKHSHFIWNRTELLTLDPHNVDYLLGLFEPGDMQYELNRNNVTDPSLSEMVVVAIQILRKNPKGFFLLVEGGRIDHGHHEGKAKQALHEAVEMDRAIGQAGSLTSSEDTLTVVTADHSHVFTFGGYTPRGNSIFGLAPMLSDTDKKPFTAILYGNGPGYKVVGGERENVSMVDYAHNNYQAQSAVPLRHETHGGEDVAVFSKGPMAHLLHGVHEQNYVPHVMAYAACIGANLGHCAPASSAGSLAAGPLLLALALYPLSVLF
PMI act = phosphomannose isomerase (human) activation; P34949; purified human PMI, coupled resazurin fluorescence, 20 min; stronger effect = higher value; 1 = vehicle control, 0 substrate-free wells; activation factor at 20 µM; 0.005% of 190,000 active;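 active = activation factor of 2 or more at 20 µM, relative to plate controls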
Target sequence (P34949 whole entry, looked up): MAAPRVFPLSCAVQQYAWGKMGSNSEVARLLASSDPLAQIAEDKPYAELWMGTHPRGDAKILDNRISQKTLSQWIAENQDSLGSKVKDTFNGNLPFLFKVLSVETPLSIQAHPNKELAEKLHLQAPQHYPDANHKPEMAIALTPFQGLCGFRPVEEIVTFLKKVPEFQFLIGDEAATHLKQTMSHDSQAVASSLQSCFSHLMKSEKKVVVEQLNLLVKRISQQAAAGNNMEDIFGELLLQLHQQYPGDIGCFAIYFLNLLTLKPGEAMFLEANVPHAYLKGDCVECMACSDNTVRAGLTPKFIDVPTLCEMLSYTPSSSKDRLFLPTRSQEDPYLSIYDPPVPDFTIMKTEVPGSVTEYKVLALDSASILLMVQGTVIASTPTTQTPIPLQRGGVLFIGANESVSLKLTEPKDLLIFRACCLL
TNAP inh noacc = TNAP (human) inhibition, acceptor-free conditions; purified TNAP, CDP-star luminescence, 30 min; AID 1012; inhibition, % at 20 µM; 0.26% of 200,000 active; P05186;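 active = tissue-nonspecific alkaline phosphatase inhibition above about 50% at 20 µM in the single-dose screen, limit read from the data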;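 also: 0% = DMSO negative control and 100% = EDTA positive control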
L major viab = Leishmania major promastigote growth inhibition. 9% of 200,000 active. AID 1063. inhibition, % at 10 µM. Leishmania major promastigotes, resazurin fluorescence viability; in the data active = inhibition above about 50%;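 also: promastigotes grown with compound for 44 hours at 28 °C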
bIAP act = intestinal alkaline phosphatase (bovine) activation | AID 1016 | 0.17% of 200,000 active | purified bovine IAP, CDP-star luminescence, 30 min; stronger effect = higher value; fold of DMSO-control signal, blank-subtracted | activation factor at 20 µM;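 active = activation factor of 2 or more at 20 µM, a signal rise over negative controls twice the positive control's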
Diaphorase inh = diaphorase inhibition or chemical oxidation counter-screen; diaphorase resazurin-to-resorufin fluorescence, NADH, 16 min; bacterial (C. kluyveri) enzyme, not human; inhibition, % at 20 µM; 0.69% of 190,000 active; AID 1217;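 active = primary screen inhibition at 20 µM above a set limit, cut at about 50% in these data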;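 also: plate controls were DMSO with full reaction for no effect and wells lacking NADH for full effect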
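Assay system: diaphorase enzyme from Clostridium kluyveri. Quantity: enzyme working solution with 0.14 U/mL diaphorase. Schedule: reaction incubation of 16 min at room temperature. Technique: resorufin fluorescence, excitation 544 nm, emission 590 nm. Controls: No-NADH positive control and DMSO neutral control.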
TNAP act hi DEA = increases human TNAP activity under high phosphate acceptor concentration; activation factor at 20 µM; purified TNAP, CDP-star luminescence, 1 M DEA, 30 min; stronger effect = higher value; 0 = EDTA background, 1 = DMSO-only activity; 200,000 tested, under 10 active; AID 1136;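 active = activation factor at least 2 at 20 µM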
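Dosing: 20 µM single point. System: human TNAP. Amount: TNAP 1/800 final. Incubation: 30 min, room temperature. Read-out: TNAP activation factor scaled between EDTA and DMSO control wells. Signal: luminescence from CDP-star hydrolysis. Medium: 1 M DEA, pH 9.8, Mg2+, Zn2+. Control set: EDTA negative control, DMSO positive control.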
Diaphorase act = counter-screen for diaphorase-based assays: diaphorase activators and chemical reducers. Diaphorase/resazurin coupled assay, resorufin fluorescence, 16 min; stronger effect = higher value; 1 = vehicle wells, 0 = NADH-free wells. activation factor at 20 µM. 0.005% of 190,000 active;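 active = diaphorase activity raised at least twofold by the compound at 20 µM; inactive = activation factor below 2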
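System – purified diaphorase enzyme from Clostridium kluyveri · Input – enzyme 0.07 U/mL final · Also added – final NADH 0.114 mM, resazurin 0.1 mM · Measured by – fluorescence of resorufin, 544 nm excitation, 590 nm emission · Timing – 16 min enzyme reaction, ambient temperature · Measure – resorufin increase flagging diaphorase activators or reducers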
bIAP inh = intestinal alkaline phosphatase (bovine) inhibition. purified bovine IAP, CDP-star luminescence, 30 min. inhibition, % at 20 µM. 190,000 tested, under 10 active;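 active = over 50% inhibition of intestinal alkaline phosphatase at 20 µM in the single-dose screen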
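test system = bovine IAP enzyme | medium = DEA buffer 100 mM, pH 9.8, with MgCl2 1.0 mM, ZnCl2 0.02 mM | detection = luminescence | dosing = single compound dose of 20 µM, 2% DMSO final | incubation = 30 min reaction at room temperature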
PMI act hi M6P = increases human PMI activity with near-saturating mannose 6-phosphate; P34949; coupled PMI enzyme assay, resazurin fluorescence, 20 min; stronger effect = higher value; 1 = untreated enzyme, 0 = substrate-free blank; activation factor at 20 µM; 0.34% of 190,000 active; AID 1216;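 active = activation factor of 2 or more at 20 µM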
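Material: human phosphomannose isomerase with PGI, G6PDH, diaphorase coupling enzymes / Reagent: Man-6-P substrate 1.0 mM / Dosing: single compound dose of 20 µM, 1% DMSO final / Incubation: enzyme reaction with compound 20 min at room temperature / Signal: resorufin fluorescence (Ex 544/Em 590 nm) from resazurin via diaphorase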
* = called active by the depositor; / = not tested or not shown.

SMILES | TNAP inh hiacc | PMI act | TNAP inh noacc | L major viab | bIAP act | Diaphorase inh | TNAP act hi DEA | Diaphorase act | bIAP inh | PMI act hi M6P
O=C(NC(=S)NCC1CCCO1)c1ccccc1[N+](=O)[O-] (stereo unspecified) | -4.8 | 1.1 | -8.4 | -9.0 | 1.1 | -11.1 | 1 | 1.1 | -10.9 | 1.1
N#Cc1ccccc1-n1c(N)c(C(=O)N2CCCC2)sc1=S | -2.1 | 0.3 | -26.1 | 52.1* | 1.1 | 19.1 | 1 | 0.8 | -8.0 | 0.6
Cc1ccc(-c2cc(C(=O)O)n(-c3ccc(S(N)(=O)=O)cc3)n2)cc1 | 3.7 | 1.2 | 0.9 | -6.0 | 0.9 | -11.0 | 1 | 1.1 | 8.6 | 1.2
CCOC(=O)C1(CC2CCCCO2)CCN(Cc2c(C)cc(C)cc2-n2cccn2)CC1 (stereo unspecified) | -6.7 | 0.9 | -6.7 | 39.0 | 1 | -5.2 | 1.1 | 1.1 | 2.6 | 1
CN(C)/C=C1\Oc2ccc3ccccc3c2C1=O | -1.0 | 0.1 | -5.9 | -6.5 | 1 | 70.5* | 1 | 0.3 | -0.4 | 0.2
O=C(NNc1cc(N2CCOCC2)nc(N2CCOCC2)n1)c1ccc([N+](=O)[O-])cc1 | 9.1 | 0.6 | 10.9 | -5.3 | 0.9 | 39.3 | 0.9 | 0.6 | 10.1 | 0.4
COCCC(=O)N1CCCC(CNS(=O)(=O)c2ccc(OC)cc2)C1 (stereo unspecified) | -7.0 | 0.9 | -7.9 | -1.8 | 0.9 | 13.5 | 1.1 | 0.9 | 7.4 | 1
COc1ccc(-c2cc3ccccc3n2CC(O)Cn2nc(C)cc2C)cc1 (stereo unspecified) | -6.2 | 0.9 | -11.9 | 11.0 | 1.2 | 19.3 | 1.1 | 0.8 | -17.3 | 0.9
CCC(C)(C)NC(=O)c1cc([N+](=O)[O-])ccc1N1CCOCC1 | 0.8 | 0.9 | -22.7 | -2.9 | 0.8 | 12.6 | 1 | 0.9 | 19.2 | 1
Cc1ccc(Oc2nc(-c3ccccc3)ncc2S(C)(=O)=O)cc1 | -7.3 | 1 | -1.9 | -7.0 | 1 | 16.0 | 1.1 | 0.8 | 1.1 | 1
Cc1ccc(O)c(-c2cc(C(=O)Nc3ccc(S(=O)(=O)N4CC(C)OC(C)C4)cc3)[nH]n2)c1 (stereo unspecified) | 0.1 | 0.9 | -45.5 | -2.4 | 1 | 22.8 | 1 | 0.8 | -1.6 | 0.9
NNc1ncnc2sc3c(c12)CCC3 | 0.1 | 0.9 | 87.6* | -2.6 | 0 | 2.1 | 1 | 1 | / | 0.9
O=[N+]([O-])c1ccc(CSc2ncnc3ccccc23)cc1 | -2.9 | 1.1 | 0.3 | 7.7 | 0.9 | 11.7 | 1 | 0.9 | 8.7 | 0.9
CCC1C(=O)N=C(SCC(=O)Nc2ccccc2)NC1=O (stereo unspecified) | 0.4 | 1.1 | -5.7 | -4.6 | 1 | 2.7 | 1 | 1 | 2.7 | 1.1
CC(CCc1ccccc1)NC(=O)CSc1nnnn1C (stereo unspecified) | -8.6 | 1 | -11.9 | -7.0 | 0.9 | 19.7 | 1.1 | 0.8 | 7.5 | 0.9
CCCCOc1ccc(NC(=O)C2CC=CCC2C(=O)O)cc1 (stereo unspecified) | -0.8 | 1 | -11.1 | 0.6 | 0.9 | 1.7 | 1 | 1 | 6.3 | 1
O=C(NC1CC1)c1ccc(-c2nc3ccccc3s2)s1 | 1.7 | 1 | 3.8 | 5.8 | 0.9 | 8.3 | 1 | 0.9 | 6.9 | 1
Cc1ccc(Cn2nnc3c(=O)[nH]c(C4CCN(S(=O)(=O)c5cc(C)ccc5C)CC4)nc32)cc1 | -1.3 | 0.8 | -0.1 | 1.7 | 1 | 23.7 | 1 | 0.8 | 1.1 | 0.9
O=C(c1cccs1)c1coc2ccc(O)cc12 | -2.0 | 0.8 | -20.6 | -4.4 | 0.9 | 14.8 | 1 | 0.9 | 11.2 | 0.9
CCOc1ccccc1N1CCN(Cc2cccc(OC)c2OC)CC1 | 0.8 | 1 | -3.5 | 11.1 | 1 | 8.1 | 1 | 0.9 | -3.2 | 1
CC(=O)Nc1cccc(-c2csc(NCc3ccco3)n2)c1 | -3.8 | 0.7 | -9.5 | 3.2 | 1.1 | 18.0 | 1 | 0.8 | -5.3 | 0.9
CC(=O)NC/C(C)=N\Nc1ccc([N+](=O)[O-])cc1 | 15.3 | 1.3 | -0.6 | 62.7* | 0.9 | 12.2 | 0.8 | 0.9 | 8.4 | 1.3
COC(=O)C1CCN(c2cc(=O)n(-c3ccc(OC)cc3)c(=O)[nH]2)CC1 | -3.3 | 1 | -12.4 | -8.6 | 1 | 5.8 | 1 | 0.9 | 3.9 | 1
CN(C)c1ccc(/C=[N+](\[O-])C2SC(=S)N(C)C2(C)C)cc1 (stereo unspecified) | -3.7 | 1.1 | -9.4 | -0.1 | 1 | -1.4 | 1 | 1 | 0.3 | 1
Cc1c(C)n(Cc2ccccc2)c2ccc(C(=O)OCCCN(C)C)cc12 | -7.3 | 1 | -9.5 | 100.3* | 2.2* | -32.2 | 1.1 | 1.3 | -120.3 | 1
N#Cc1cn(Cc2cccc(Cl)c2)c2ccccc12 | -9.4 | 0.9 | -2.3 | -0.1 | 0.2 | -6.8 | 1.1 | 1.1 | / | 1
CCC(=O)Nc1ccc(NC(=S)NC(=O)/C=C/c2ccccc2)cc1 | 2.9 | 0.9 | -6.6 | 80.7* | 0.9 | 2.0 | 1 | 1 | 13.8 | 1
COC(=O)c1c(-c2ccccc2)csc1NC(=O)c1c(-c2ccccc2)noc1C | 3.2 | 0.8 | -8.0 | 8.1 | 0.9 | 12.2 | 1 | 0.9 | 7.8 | 1
CCOC(=S)SCc1cn2ccccc2n1 | -0.2 | 0.9 | -19.7 | -2.9 | 0.3 | 21.7 | 1 | 0.8 | / | 0.9
O=C(O)C1CC(=O)N(c2ccc(OCc3ccccc3)cc2)C1 (stereo unspecified) | -2.4 | 0.9 | -5.9 | -2.3 | 1 | 8.7 | 1 | 0.9 | -1.8 | 1
COc1ccc(NC(=O)CN(C2CCCCC2)S(C)(=O)=O)cc1OC | -2.9 | 0.9 | -10.8 | 0.0 | 0.9 | 9.5 | 1 | 0.9 | 7.2 | 1
CCOc1ccccc1NC(=O)CN(C)S(=O)(=O)c1cnc[nH]1 | -3.8 | 1.1 | -8.9 | 7.7 | 1.1 | 1.8 | 1 | 1 | -5.6 | 1.1
CCC(c1nnnn1C(C)(C)CC)N1CCN(c2ccccc2F)CC1 (stereo unspecified) | -0.8 | 0.9 | -6.2 | -1.7 | 1 | 14.7 | 1 | 0.9 | 1.0 | 1
Cc1oc2cc(O)ccc2c(=O)c1-c1nncn1-c1ccccc1 | -3.5 | 1 | -11.0 | -7.6 | 1 | 19.2 | 1 | 0.8 | 1.3 | 0.9
C=CCSc1nnc(Cc2c(C)[nH]c3ccccc23)o1 | -4.4 | 1.1 | -6.9 | -1.2 | 0.8 | 3.7 | 1 | 1 | 23.1 | 1
CN(C)c1ccc(/C=N/NC(=O)C2COc3ccccc3O2)o1 (stereo unspecified) | -3.3 | 1.1 | -2.0 | -5.6 | 1 | 16.4 | 1 | 0.8 | 4.6 | 0.9
Cc1cc(C)cc(N(C(=O)c2ccc(Br)o2)C2C=CS(=O)(=O)C2)c1 (stereo unspecified) | -1.2 | 1 | -11.4 | 3.9 | 1 | 12.3 | 1 | 0.9 | 2.4 | 1
CSc1nc(O)c(C2OC(=O)c3ccccc32)c(=O)[nH]1 (stereo unspecified) | -1.1 | 1 | -2.2 | -0.8 | 0.9 | 17.5 | 1 | 0.8 | 8.2 | 0.9
CN1CCN(C(=O)c2ccccc2N(Cc2ccccc2)S(=O)(=O)c2ccccc2)CC1 | -3.0 | 1.1 | -3.9 | -4.0 | 1 | 8.7 | 1 | 0.9 | 2.8 | 1.1
COc1ccccc1N1CCN(S(=O)(=O)c2ccc(Br)s2)CC1 | 1.1 | 1.2 | -4.1 | -3.9 | 0.8 | 10.0 | 1 | 0.9 | 21.8 | 1.3
O=C(COc1ccc(/C=N/NC(=O)c2cc3ccccc3o2)cc1Br)Nc1ccccc1 | -5.9 | 1.2 | 8.4 | -1.0 | 1.1 | -26.6 | 1.1 | 1.3 | -8.5 | 1.1
CN(c1ccccc1)S(=O)(=O)c1ccc(Cl)c(C(=O)OCC(N)=O)c1 | -2.2 | 1 | -4.4 | 0.0 | 1.1 | -1.5 | 1 | 1 | -12.2 | 0.9
Cc1ccc(S(=O)(=O)c2nc(-c3ccco3)oc2SCC(=O)NCC2CCCO2)cc1 (stereo unspecified) | 0.5 | 0.8 | -13.6 | -0.7 | 0.9 | 18.3 | 1 | 0.8 | 5.1 | 0.8
CCn1cc(C2=NOC(C(=O)O)C2)c(C)n1 (stereo unspecified) | 2.5 | 1 | -7.9 | -8.6 | 1 | 1.2 | 1 | 1 | -0.8 | 1.1
c1ccc(CCNc2nc(-c3ccccn3)cs2)cc1 | -3.5 | 0.8 | -7.0 | 100.2* | 1.3 | -0.9 | 1 | 1 | -34.3 | 0.8
Cc1c(NC(=O)CSCc2c(F)cccc2Cl)c(=O)n(-c2ccccc2)n1C | -5.1 | 1 | -13.6 | -7.7 | 1.1 | 9.7 | 1.1 | 0.9 | -14.0 | 1
Cc1occc1-c1nnc(SCC(=O)Nc2nc(-c3ccccc3)cs2)o1 | 1.1 | 1.1 | -6.1 | 2.0 | 0.8 | 4.5 | 1 | 1 | 18.4 | 1

Single records, from the list above.
Cc1c(NC(=O)CSCc2c(F)cccc2Cl)c(=O)n(-c2ccccc2)n1C is entered as TNAP inh hiacc = -5.1; PMI act = 1; TNAP inh noacc = -13.6; L major viab = -7.7; bIAP act = 1.1; Diaphorase inh = 9.7; TNAP act hi DEA = 1.1; Diaphorase act = 0.9; bIAP inh = -14.0; PMI act hi M6P = 1
c1ccc(CCNc2nc(-c3ccccn3)cs2)cc1 is entered as TNAP inh hiacc = -3.5; PMI act = 0.8; TNAP inh noacc = -7.0; L major viab = 100.2*; bIAP act = 1.3; Diaphorase inh = -0.9; TNAP act hi DEA = 1; Diaphorase act = 1; bIAP inh = -34.3; PMI act hi M6P = 0.8

The order is random; 10% or so of the library scored in one or more.
